Source: PubChem BioAssay
TROY signal inh: TROY signaling inhibition | AID 1347056 | Q293 LMP1-TROYcd NF-kB luciferase reporter, 4 h | actives 0.98% (n = 360,000) | inhibition, % at 10 µM;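 active = compounds whose plate-normalised and pattern-corrected inhibition of the luciferase reporter signal at the single screening dose is 50% or more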
NCOA3 inh: inhibits human SRC3 coactivator; Q9Y6Q9; HEK293 GAL4-SRC3 luciferase reporter, luminescence; inhibition, % at 3.6 µM; actives 0.17% (n = 360,000); AID 588352;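 active = inhibition above a per-campaign cutoff, the mean of all compounds plus 3 SD, cut at about 60% in these data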;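 also: 0% = DMSO-treated cells and 100% = gossypol-treated cells at 36 µM; higher means less SRC3-driven luciferase light from the GAL4 reporter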
EBV LMP1 NFkB: reduces LMP1-driven NF-kappaB luciferase signal; inhibition, % at 12.5 µM; AID 504558; actives 0.69% (n = 350,000); LMP1-induced NF-kappaB luciferase reporter cells, luminescence; in the data active = inhibition above about 41%;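 also: 0% = neutral control wells and 100% = reference inhibitor control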
NR2F2 inh: NR2F2 (human) inhibition, primary screen; P24468; HEK293T NGFI-A luciferase reporter, luminescence; inhibition, % at 8.6 µM; actives 0.7% (n = 370,000); AID 686940;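 active = inhibition above a per-plate cutoff, mean inhibition of test wells between control levels plus 3 SD, cut at about 38% in these data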;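 also: cells cotransfected with COUP-TFII expression vector driving the NGFI-A reporter; 0% = median of COUP-TF2 test wells and 100% = reporter-only cells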
TWEAK-Fn14 inh: inhibitors of TWEAK-Fn14 interaction signaling | actives 2% (n = 360,000) | inhibition, % at 10 µM | TWEAK-stimulated Fn14 reporter cells, luciferase luminescence, 8 h | AID 1159606; in the data active = inhibition above about 50%
NOD2-RIPK2 inh: inhibitors of human NOD2-RIPK2 interaction; O43353; CHO BLA complementation NOD2-RIPK2, CCF4 ratio; inhibition, % at 4.98 µM; actives 0.38% (n = 360,000); AID 624267; in the data active = inhibition above about 21%;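 also: 0% = vehicle only and 100% = reference blocker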
LRH-1 inv ag: inverse agonists of human LRH-1 (NR5A2) | HEK293T StAR-luciferase reporter, LRH-1 transfected, 24 h | inhibition, % at 3.6 µM | AID 602396 | O00482 | actives 0.13% (n = 360,000);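 active = inhibition above the mean inhibition of all tested compounds plus 3 SD, cut at about 73% in these data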;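 also: 0% = DMSO wells and 100% = reporter-only cells lacking LRH-1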
C8 TRAIL sens: sensitizes caspase-8 expressing cells to TRAIL; NB7+C8 cells + TRAIL, ATPlite viability luminescence; inhibition (viability loss, TRAIL sensitization), % at 10 µM; actives 1% (n = 360,000); AID 624354;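 active = compounds causing at least 50% loss of cell viability in the single-dose screen, relative to plate controls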
SRC1 inh: inhibitors of human steroid receptor coactivator 1 (SRC1); Q15788; HEK293 GAL4-SRC1 luciferase reporter, luminescence; inhibition, % at 3.6 µM; actives 0.12% (n = 360,000); AID 588354;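 active = inhibition above the campaign mean plus 3 SD, with each screening campaign given its own cutoff, cut at about 60% in these data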;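 also: 0% = DMSO treated cells and 100% = gossypol at 36 µM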
NCOA2 inhibitor: inhibits human steroid receptor coactivator 2. HEK293 GAL4-SRC2 luciferase reporter, luminescence. inhibition, % at 9 µM. actives 0.17% (n = 370,000). AID 651957;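 active = inhibition above the mean inhibition of all tested compounds plus 3 SD, set per campaign, cut at about 52% in these data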;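 also: 0% = DMSO treated cells and 100% = cells given Gossypol at 36 µM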
TLR9-MyD88 inh: TLR9-MyD88 interaction inhibition; AID 504734; inhibition, % at 4.98 µM; actives 0.21% (n = 340,000); Q9NR96+Q99836; CHO BLA complementation TLR9-MyD88, CCF4 FRET ratio;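 active = inhibition above the mean over all tested compounds plus 3 SD, cut at about 21% in these data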;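 also: 0% = DMSO only wells and 100% = clavulanate BLA inhibitor control wells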
* hit, by the source's call; . = no result given. Only part of the results is shown (hit frequency here may not be typical).

SMILES | TROY signal inh | NCOA3 inh | EBV LMP1 NFkB | NR2F2 inh | TWEAK-Fn14 inh | NOD2-RIPK2 inh | LRH-1 inv ag | C8 TRAIL sens | SRC1 inh | NCOA2 inhibitor | TLR9-MyD88 inh
Cc1cc([N+](=O)[O-])cnc1Sc1nccn1C | -12 | 3 | 23 | -6 | 14 | -3 | 5 | -1 | -6 | -4 | -6
Cc1nnc(SCC(=O)NCCN2C(=O)CSC2=O)s1 | 0 | 9 | -18 | 3 | -6 | -10 | 10 | 0 | -21 | -6 | -1
Cc1nnc(SCC(=O)NNC(=O)c2ccc(F)cc2)n1Cc1ccccc1 | -7 | 0 | -8 | -8 | 1 | -8 | 18 | -7 | -15 | 4 | -5
CC(=O)c1ccc(OCCCCOc2ccc(C(C)=O)cc2)cc1 | 18 | -14 | -1 | -3 | -15 | -2 | 2 | -12 | 5 | -17 | 4
Cc1cc(C)nc(N/N=C/c2c(CO)cnc(C)c2O)n1 | -11 | -3 | -3 | 1 | 7 | 0 | 20 | 3 | -4 | -30 | -5
O=C(c1ccccc1)N1CCN(S(=O)(=O)N2CCCCC2)CC1 | -4 | -7 | 5 | -7 | -8 | 5 | 8 | 2 | -7 | -7 | -6
Cc1cccc(C(=O)O[C@@H]2[C@H](Cc3ccccc3)NS(=O)(=O)[C@H]3C[C@@H]4C=C[C@]23O4)c1 | -1 | 0 | 7 | 1 | -9 | -3 | 4 | -11 | -6 | 4 | 3
CCOC(=O)Cn1c(=O)n(Cc2ccc(OC)cc2)c(=O)c2cccnc21 | -7 | 1 | -1 | 5 | -18 | -3 | -4 | 1 | -3 | -14 | -3
Cn1c(=O)c2sccc2n(Cc2ccccc2)c1=O | 15 | -9 | 5 | 9 | 17 | 18 | -10 | 4 | -13 | 11 | -7
CC1CCN(c2[nH]c(=S)c(C#N)c3c2CCCC3)CC1 | 11 | 5 | -15 | 10 | 6 | -4 | -11 | -9 | -3 | 9 | 3
CCCCN(CC)CCNC(=O)CCC(=O)Nc1ccc2nc(N3CCN(C)CC3)cc(C)c2c1 | 1 | 7 | 3 | 16 | -21 | 2 | 11 | 2 | -5 | -9 | 10
C/C(=N\NS(=O)(=O)c1ccc(C)cc1)c1ccc(Br)s1 | 12 | 8 | -3 | -26 | -2 | 15 | -4 | 19 | 8 | -10 | 5
C=CCNC(=O)CSc1nnc(-c2ccncc2)n1CCc1ccccc1 | -8 | 9 | 0 | 1 | -13 | -7 | 8 | 4 | 9 | -15 | 3
Cc1nn(C)c(N)c1C(O)(c1nccn1C)C(F)(F)F (stereo unspecified) | 6 | -4 | 6 | 9 | -7 | 5 | 2 | 8 | -56 | -17 | -4
CC[C@@H](C)[C@@H]1CN([C@@H](CN2CCC[C@H]2CN2C(N)=NC[C@H]2C(C)C)C(C)C)C(=N)N1CCCC1CCCC1 | -1 | 2 | 2 | 11 | 0 | -7 | 0 | 0 | -17 | -20 | -11
Cc1noc(C)c1-c1ccc(C(=O)N2CCN(C)CC2)c2occc12 | -4 | -36 | . | -28 | 2 | 3 | 11 | 9 | -5 | -3 | .
Cc1ccc(Cn2nnc3c(=O)[nH]c(C4CCCN(S(=O)(=O)c5ccccc5F)C4)nc32)cc1 (stereo unspecified) | 2 | -16 | 1 | -6 | 36 | -9 | -12 | 0 | -10 | 8 | -5
CC1(c2nnc(-c3ccccc3)o2)CC(c2ccccc2)=NO1 (stereo unspecified) | -38 | -27 | -1 | -15 | -10 | -4 | -8 | -6 | -32 | -32 | -3
CN(C)C(CNC(=O)c1cccc(S(=O)(=O)N2CCc3ccccc3C2)c1)c1ccccc1 (stereo unspecified) | 1 | 17 | -17 | 10 | 19 | -1 | 2 | 1 | -5 | 7 | -4
Cc1ccc(S(=O)(=O)NCCC(=O)N(C)Cc2cccs2)cc1 | -6 | -4 | -2 | -11 | 12 | 0 | -9 | 10 | -2 | 10 | -5
CC(C)Oc1ccc(C(=O)NC(=S)Nc2ccc(Cl)c(C(=O)O)c2)cc1 | -43 | -23 | -5 | -20 | -8 | 0 | -17 | -15 | -41 | -24 | 2
O=C(CCc1ccccc1)NNC(=O)Nc1ccccc1 | 7 | 3 | 1 | 11 | -14 | -18 | 6 | 2 | 3 | -18 | -13
Cc1ccc(NC(C)C(=O)N/N=C/c2c[nH]c3ccccc23)cc1 (stereo unspecified) | 2 | 3 | -7 | 9 | 13 | -13 | 24 | -2 | -24 | 10 | 10
C=C(C(=O)O)C(CCCCCC)C(=O)O (stereo unspecified) | 5 | 11 | 5 | -19 | -10 | 5 | -27 | 0 | 0 | 0 | -5
O=C(CN(C(=O)CCC(=O)Nc1nccs1)c1ccccc1F)NCc1ccc(F)cc1 | -8 | -14 | 5 | -10 | -2 | 8 | 10 | 7 | 1 | -26 | -4
O=C(c1ccc(C(=O)N2CCN(c3ccccc3F)CC2)nc1)N1CCN(c2ccccc2F)CC1 | 6 | 14 | 5 | 9 | -3 | -7 | 0 | 10 | -41 | -6 | -2
CCOC(=O)N1CCN(C(=O)C[C@@H]2C[C@@]3(C(=O)OCC)CCCC=C3N(Cc3ccc(Cl)cc3Cl)C2=O)CC1 | 7 | . | . | 13 | 13 | -5 | -4 | 19 | . | -8 | .
O=C(CS(=O)(=O)Cc1ccccc1)NCc1ccc2c(c1)OCO2 | 0 | -8 | -7 | 9 | 10 | -5 | 11 | 0 | -28 | 10 | -3
Cc1ccc(C(=O)Oc2cccnc2)cc1[N+](=O)[O-] | 4 | 0 | 9 | 3 | 1 | -7 | 7 | 8 | -44 | 16 | 4
O=C(c1ccc(S(=O)(=O)Nc2cccc(C(F)(F)F)c2)cc1)N1CCC1 | 16 | 33 | 19 | -13 | 19 | 12 | 14 | -5 | -17 | 1 | -5
CCOc1cc(N2CCOCC2)c(OCC)cc1NC(=O)COc1cccc(Cl)c1 | 5 | 0 | 15 | -7 | -13 | -2 | 4 | 14 | -7 | -19 | -11
CCOc1ccc(NC(=O)CSc2nnc(C)n2Cc2ccccc2)cc1 | 17 | 6 | -5 | -4 | 5 | 2 | 11 | 1 | -9 | 2 | -7
O=C(NCc1cccc(F)c1)C1CCC(=O)N(C2CC2)C1 (stereo unspecified) | -10 | 11 | -11 | -8 | -7 | -6 | 5 | -13 | -26 | -25 | 3
Cc1[nH]c2ccccc2c1C(=O)c1cc([C@H](NC(=O)OC(C)(C)C)C(C)C)sc1N | . | . | . | -9 | . | -6 | 4 | 0 | . | 11 | .
CCOc1ccccc1Nc1nc(N)nc(CN(C)C2CCCCC2)n1 | 3 | -9 | -1 | -6 | 5 | 0 | 10 | -5 | -5 | -69 | 0
Cc1ccc(NC(=O)CCc2c(C)nn(-c3ccc(N4CCCCC4)nn3)c2C)cc1 | -34 | -69 | -18 | -37 | -54 | -7 | -59 | 2 | -128 | -15 | -1
CC(C)(CNC(=O)c1cc2ccccc2o1)N1CCOCC1 | -3 | 22 | -3 | 3 | -19 | -7 | -17 | 5 | -17 | 4 | 0
CC(C)NC(=O)C1(C)CN(S(C)(=O)=O)CC(=O)N1C1CC1 (stereo unspecified) | . | . | . | 0 | . | -7 | 4 | 4 | . | -18 | .
Cn1c(CCC(N)=O)nnc1SCC(=O)Nc1ccccc1C(=O)NC1CC1 | -4 | -8 | 2 | -10 | -6 | 4 | -7 | -27 | 0 | 9 | -3
CC(C)c1ccc(S(=O)(=O)N2CCN(CC(=O)c3ccc(O)c(O)c3)CC2)cc1 | 13 | -18 | -6 | 1 | -3 | -12 | -8 | 14 | -33 | 5 | 7
O=C(Nc1ccc2nc3n(c(=O)c2c1)CCCCC3)c1ccccn1 | -23 | -98 | -5 | -57 | 36 | -4 | -95 | 29 | -121 | -70 | -1
COc1cccc2cc(C(C)N(CCCN3CCOCC3)C(=S)Nc3cccc(C)c3C)oc12 (stereo unspecified) | 3 | 3 | 5 | 20 | -18 | -9 | 3 | 10 | -3 | 11 | 4
O=C(NCCc1ccccc1)c1ccc2c(c1)OCCCO2 | 84* | 74* | 85* | 88* | 101* | -1 | 78* | 92* | 74* | 88* | 9
CCOc1ccc(CN(C)C(=O)c2ccc(NC(=O)CC3SC(N4CCCC4)=NC3=O)cc2)cc1 (stereo unspecified) | 22 | 2 | 9 | 8 | -3 | -2 | -10 | -2 | -1 | 1 | 3
COc1cccc(CNC(=O)C2CCCN(S(=O)(=O)c3cccc4nonc34)C2)c1 (stereo unspecified) | -7 | 0 | 1 | 3 | -35 | -8 | -5 | 0 | 5 | -10 | -4
COc1ccc(CC2(CO)CCN(Cc3cc4ccccc4o3)CC2)cc1 | 1 | 31 | 5 | 15 | 30 | -1 | 22 | -5 | 4 | -16 | -7
CCn1c(N2CCN(Cc3ccc([N+](=O)[O-])cc3)CC2)nc2ccccc21 | 14 | -5 | 3 | 4 | -13 | -4 | 8 | 13 | 1 | 25 | 3
COc1ccc(CCC(C(O)C(F)(F)F)S(=O)c2ccccc2)cc1 (stereo unspecified) | -1 | 10 | -7 | 29 | 1 | 0 | 3 | -1 | -7 | -3 | -12
CN=C1S/C(=C\c2ccc(O)c(OC)c2)C(=O)N1C | -40 | -85 | . | -88 | -50 | -2 | -54 | 18 | -115 | -67 | .
CCOC(=O)C1(Cc2ccc(OC)cc2)CCN(C(=O)C2CCCO2)CC1 (stereo unspecified) | -36 | 17 | -12 | 1 | -14 | 6 | -2 | -5 | 7 | -17 | 0
NC(=O)CNCCC(c1ccccc1)c1ccccc1 | 10 | 8 | -29 | 7 | -7 | -15 | 17 | -2 | -5 | -2 | 2
NC(=O)c1cc(Cl)ccc1OCC(=O)N1CCCc2ccccc21 | 4 | -72 | 2 | -13 | 36 | 5 | -30 | 6 | 5 | -49 | 5
COc1ccccc1-c1oc2ccccc2c1C#CCCCCO | 3 | 6 | -4 | 10 | 2 | -11 | -10 | -6 | -19 | -10 | 2
CCOC(=O)COc1cc(N)c(Cl)cc1Cl | -25 | 0 | -3 | -13 | 12 | 3 | -3 | -1 | -28 | -5 | -4
Cc1ccc(NC(=O)COC(=O)CCn2c(C)csc2=O)c([N+](=O)[O-])c1 | -16 | -19 | 2 | -1 | -14 | 4 | -4 | -9 | 0 | -4 | 17
Cc1cc([N+](=O)[O-])c(NCCCCCCO)c([N+](=O)[O-])c1 | -4 | -2 | -1 | 7 | -8 | -1 | -13 | -9 | 7 | -22 | 1
N#CC1=C(N)NC(SCc2ccc(Cl)cc2)=C(C#N)C12CCCCC2 | 0 | 9 | 1 | 12 | 11 | 5 | 9 | 4 | 12 | 9 | -1
Cc1ccc(S(=O)(=O)N2CCN(C(=O)COC(=O)c3cccnc3Cl)CC2)c(C)c1 | -13 | -3 | 0 | 21 | -21 | 1 | -25 | -2 | -3 | 0 | 0
Cn1cnnc1SCC(=O)Nc1ccc(F)cc1F | 0 | 15 | 0 | -4 | -3 | -3 | 12 | -5 | 13 | -47 | -17
